FAK blocker = FAK kinase inhibitors, primary screen, biochemical; inhibition, %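 (tested at 7 µM)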; Focal adhesion kinase 1 (Homo sapiens), Q05397; 0.84% of 97,000 active; AID 727, 2007; biochemical FAK kinase activity assay; in the data active = inhibition above about 19%;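 also: 0% = DMSO and 100% = reference compound high control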
ERa coact pot = enhancers of ERα–SRC-1 coactivator binding, primary screen, biochemical, TR-FRET, ERα LBD, low estradiol | 1.3% of 86,000 active | Estrogen receptor (Homo sapiens), P03372 | TR-FRET ERalpha-LBD/SRC-Cy5 coactivator binding, 2 h; 100 = basal binding, no effect | coactivator binding (% of control), % at 25.6 µM; in the data active = activity above about 200%;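 also: binding measured in presence of low estradiol as agonist stimulus; 0% = peptide alone without receptor and 100% = receptor with peptide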
Target sequence (P03372 whole entry, looked up, the tested form may be a part): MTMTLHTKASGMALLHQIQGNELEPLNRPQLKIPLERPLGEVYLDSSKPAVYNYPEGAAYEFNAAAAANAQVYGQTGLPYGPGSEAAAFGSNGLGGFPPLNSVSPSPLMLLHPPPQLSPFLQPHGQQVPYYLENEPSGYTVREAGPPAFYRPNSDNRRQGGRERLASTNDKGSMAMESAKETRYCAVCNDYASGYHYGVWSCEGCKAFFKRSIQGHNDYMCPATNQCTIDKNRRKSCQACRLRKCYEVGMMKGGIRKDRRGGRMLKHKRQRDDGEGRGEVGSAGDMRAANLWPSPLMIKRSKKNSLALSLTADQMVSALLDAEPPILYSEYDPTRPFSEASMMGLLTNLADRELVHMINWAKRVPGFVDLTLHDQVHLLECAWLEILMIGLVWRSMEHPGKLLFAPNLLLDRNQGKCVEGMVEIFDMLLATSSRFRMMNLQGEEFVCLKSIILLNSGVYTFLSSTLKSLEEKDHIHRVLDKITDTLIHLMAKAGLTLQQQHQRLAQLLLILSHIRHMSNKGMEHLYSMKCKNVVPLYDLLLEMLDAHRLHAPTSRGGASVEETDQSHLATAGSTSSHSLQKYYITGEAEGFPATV
ERb SRC1 inh = inhibitors of ERβ-SRC1 coactivator interaction, primary screen, biochemical, TR-FRET, ERβ LBD, SRC-1 peptide. Estrogen receptor beta (Homo sapiens), Q92731. TR-FRET ER-beta LBD / SRC1-Cy5 peptide binding; receptor agonist-loaded with 1 µM estradiol. inhibition, % at 25.6 µM. 1.3% of 86,000 active. AID 633, 2007;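 active = compounds whose percent inhibition of the receptor-coactivator binding signal exceeds about 50% in the single-dose screen, limit read from the data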;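 also: 0% = receptor plus peptide wells without compound and 100% = peptide-only wells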
Mac1 fbg inh = inhibitors of CD11b/CD18 adhesion to fibrinogen, primary screen, K562 cells, luminescence. 0.54% of 93,000 active. ATPlite luminescence; Mn2+ added to activate the integrin. AID 1497, 2009. Integrin beta-2 (Homo sapiens) + Integrin alpha-M (Homo sapiens), P05107+P11215. inhibition, % at 10 µM;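 active = primary inhibition of 50% or more at 10 µM, then 40% or more on retest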; also: some results filed as inactive read as strong as hits
HIV Rev-RRE inh = HIV-1 Rev-RRE binding inhibitors, primary screen, biochemical, FRET, protein-RNA interaction; 0.79% of 97,000 active; Rev peptide-RRE RNA binding; inhibition, % at 8 µM;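 active = inhibition above the screen-wide mean plus 3 SD, cut at about 35% in these data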;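 also: 0% = median DMSO wells and 100% = median Neomycin B control wells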
Target sequence (P05866 whole entry, looked up): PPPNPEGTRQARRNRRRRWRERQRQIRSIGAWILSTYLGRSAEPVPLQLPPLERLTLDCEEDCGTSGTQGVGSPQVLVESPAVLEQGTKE
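assay system = Cy5-tagged RRE RNA duplex with fluorescein-tagged Rev peptide | incubation = 5 + 15 min at 25 °C | also added = labelled Rev peptide | measure = % inhibition of FRET ratio versus controls | benchmarks = DMSO wells as 0% and neomycin B wells as 100% inhibition | measured by = FRET fluorescence readout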
Mac1 fbg enh = enhancers of CD11b/CD18 adhesion to fibrinogen, primary screen, K562 cells, luminescence. AID 1499, 2009. activation, % at 10 µM. 0.07% of 93,000 active. Integrin beta-2 (Homo sapiens) + Integrin alpha-M (Homo sapiens), P05107+P11215. ATPlite luminescence;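 active = 10 µM primary screen giving 50% or more activity, confirmed by 40% or more on retest at that dose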; also: strong numbers were not always called active
PLK1 PBD inh = Plk1 polo box domain binding inhibitors, primary screen, biochemical, fluorescence polarization; 0.13% of 97,000 active; inhibition, %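 (tested at about 20 µM)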; Plk1 PBD phosphopeptide binding; AID 693, 2007; in the data active = inhibition above about 34%, passing the limit was not always enough
ERa SRC1 inh = ERα–SRC-1 coactivator interaction inhibitors, primary screen, biochemical, TR-FRET, ERα LBD, estradiol-bound; Estrogen receptor (Homo sapiens), P03372; TR-FRET ER-alpha LBD / SRC-1 peptide; inhibition, % at 25.6 µM; 1.7% of 86,000 active; in the data active = inhibition above about 50%;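 also: 0% = receptor plus peptide control and 100% = peptide only without receptor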
PLK1 kinase inh = human PLK1 kinase inhibitors, primary screen, biochemical, TR-FRET; inhibition, % at 10 µM; 0.53% of 97,000 active; recombinant PLK1 kinase, TR-FRET peptide phosphorylation; Serine/threonine-protein kinase PLK1 (Homo sapiens), P53350;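 active = inhibition of 50% or more in the single-concentration screen; inactive = inhibition below 50%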;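 also: 0% = DMSO max control and 100% = H-89 dihydrochloride min control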
Numbers without * were called inactive; x = no result given; [ ] = dose if it differs, or a comment.

SMILES | FAK blocker | ERa coact pot | ERb SRC1 inh | Mac1 fbg inh | HIV Rev-RRE inh | Mac1 fbg enh | PLK1 PBD inh | ERa SRC1 inh | PLK1 kinase inh
O=C(CN1C(=O)CSc2ncccc21)NCCN1CCOCC1 | 0 | 100 | 16 | -10 | 3 | 3 | 16 | 13 | 9
CCOc1nc(NCCN2CCOCC2)nc(Nc2ccc(C)cc2)n1 | 4 | 100 | -5 | x | 10 | x | -6 | -1 | 22
O=C(NC1CCCCC1)C1CC=CCC1C(=O)OCC(Cl)=C(Cl)Cl (stereo not drawn) | 0 | 85 | -3 | x | 3 | x | 6 | -5 | 1
O=C(Nc1ccccc1Cl)NC1(C(=O)N2CCCCC2)CCCCC1 | -1 | 109 | -22 | x | 13 | x | 0 | -2 | -8
O=S(=O)(NCc1ccccc1)c1ccc(Cl)cc1 | -2 | 88 | -2 | -16 | 5 | -1 | -1 | -6 | -2
CC(=O)c1ccc2c(c1)c1ccccc1n2CC(C)C | 3 | 94 | -1 | 6 | 25 | -3 | -11 | 8 | -5
COc1ccc(NC(=O)CCNC(C)=O)cc1NS(=O)(=O)c1ccc(F)cc1 | 0 | 73 | 21 | 4 | 13 | 4 | -9 | 17 | 1
COc1ccc(-c2nnc(SCC(N)=O)n2N)cc1 | -3 | 108 | 28 | 5 | 2 | -4 | 16 | -5 | -11
CSc1nnc2n(Cc3ccccc3)c(=O)c3c4c(sc3n12)COC(C(C)C)C4 (stereo not drawn) | -2 | 105 | -6 | -8 | 10 | 0 | -34 | 7 | 1
Cc1ccc(-n2nnnc2-c2cnoc2-c2cccc(F)c2)cc1 | 1 | 113 | -14[fluorescence artefact?] | x | 6 | x | -16 | -13 | -7
COc1ccc(C2C(C#N)=C(N)Oc3n[nH]c(C)c32)cc1Cn1cc([N+](=O)[O-])cn1 (stereo not drawn) | 2 | 92 | -6 | -5 | 3 | 4 | 9 | -5 | 14
O=C(Nc1ccc2nc3n(c(=O)c2c1)CCCCC3)c1ccccn1 | x | 98 | -4 | -5 | x | -4 | x | 12 | x
COc1ccc(N(CC(=O)Nc2cc(OC)ccc2OC)S(=O)(=O)c2c(C)nn(C)c2C)cc1 | -1 | 100 | -1 | -17 | 6 | 2 | -11 | 7 | 4
O=C(c1ccccc1-c1ccccc1)N1CCOCC1 | -2 | 118 | -4 | 17 | -4 | -3 | 21 | -7 | -1
CCC1CCCCN1c1nc(-c2ccncc2)nc2ccccc12 (stereo not drawn) | 1 | 53 | 4[fluorescence artefact?] | -14 | 7 | 0 | -6 | 12[fluorescence artefact?] | 12
COc1ccc(CCNC2=C(Cl)C(=O)N(CCc3ccccc3)C2=O)cc1OC | -1 | 100 | -6 | -7 | 3 | 0 | -5 | -4 | -33
COCCn1c(C)cc(C(=O)COc2nc3ccccc3nc2C)c1C | 4 | 117 | 7 | 10 | 7 | 0 | -7 | 9[fluorescence artefact?] | -9
COc1nc(OCCNC(=O)Nc2ccccc2)nc(N(C)C)n1 | -1 | 125 | -3 | 19 | 1 | 3 | 11 | -4 | -8
CCCNC(=O)c1cc(-c2ccc(OC)cc2)on1 | 0 | 148 | -15 | -12 | 0 | 1 | -37 | -1 | -4
COc1ccc(CCC(C(O)C(F)(F)F)S(=O)c2ccccc2)cc1 (stereo not drawn) | 2 | x | x | -25 | 2 | 16 | 25 | x | -6
CCOC(=O)c1c(-c2ccc(C)o2)csc1N | -4 | 102 | -4 | 11 | -2 | -1 | 13 | -4 | 29
O=C(CCC1COc2ccccc2O1)NCc1ccccc1 (stereo not drawn) | 0 | 117[fluorescence artefact?] | 2 | -18 | 8 | -1 | 2 | -4 | -1
CN(Cc1cccs1)S(=O)(=O)c1cccs1 | 5 | 137 | -1 | 5 | 7 | 2 | -17 | -4 | -4
CCNC(=S)N1CCN(CCN=CC2=C(O)CC(c3cccs3)CC2=O)CC1 (stereo not drawn) | 1 | 107[fluorescence artefact?] | 7 | -15 | 0 | -2 | -17 | 6 | 1
Cc1ccoc1C(=O)NCCCNC(=O)c1occc1C | -4 | 95 | 6[fluorescence artefact?] | 14 | 7 | 2 | 20 | 0 | -9

A portion from the list above, for reference:
SMILES | FAK blocker | ERa coact pot | ERb SRC1 inh | Mac1 fbg inh | HIV Rev-RRE inh | Mac1 fbg enh | PLK1 PBD inh | ERa SRC1 inh | PLK1 kinase inh
O=C(CN1C(=O)CSc2ncccc21)NCCN1CCOCC1 | 0 | 100 | 16 | -10 | 3 | 3 | 16 | 13 | 9
CCOc1nc(NCCN2CCOCC2)nc(Nc2ccc(C)cc2)n1 | 4 | 100 | -5 | x | 10 | x | -6 | -1 | 22
O=C(NC1CCCCC1)C1CC=CCC1C(=O)OCC(Cl)=C(Cl)Cl (stereo not drawn) | 0 | 85 | -3 | x | 3 | x | 6 | -5 | 1
O=C(Nc1ccccc1Cl)NC1(C(=O)N2CCCCC2)CCCCC1 | -1 | 109 | -22 | x | 13 | x | 0 | -2 | -8
O=S(=O)(NCc1ccccc1)c1ccc(Cl)cc1 | -2 | 88 | -2 | -16 | 5 | -1 | -1 | -6 | -2
CC(=O)c1ccc2c(c1)c1ccccc1n2CC(C)C | 3 | 94 | -1 | 6 | 25 | -3 | -11 | 8 | -5
COc1ccc(NC(=O)CCNC(C)=O)cc1NS(=O)(=O)c1ccc(F)cc1 | 0 | 73 | 21 | 4 | 13 | 4 | -9 | 17 | 1
COc1ccc(-c2nnc(SCC(N)=O)n2N)cc1 | -3 | 108 | 28 | 5 | 2 | -4 | 16 | -5 | -11
CSc1nnc2n(Cc3ccccc3)c(=O)c3c4c(sc3n12)COC(C(C)C)C4 (stereo not drawn) | -2 | 105 | -6 | -8 | 10 | 0 | -34 | 7 | 1
Cc1ccc(-n2nnnc2-c2cnoc2-c2cccc(F)c2)cc1 | 1 | 113 | -14[fluorescence artefact?] | x | 6 | x | -16 | -13 | -7
COc1ccc(C2C(C#N)=C(N)Oc3n[nH]c(C)c32)cc1Cn1cc([N+](=O)[O-])cn1 (stereo not drawn) | 2 | 92 | -6 | -5 | 3 | 4 | 9 | -5 | 14
O=C(Nc1ccc2nc3n(c(=O)c2c1)CCCCC3)c1ccccn1 | x | 98 | -4 | -5 | x | -4 | x | 12 | x

Next part.
SMILES | FAK blocker | ERa coact pot | ERb SRC1 inh | Mac1 fbg inh | HIV Rev-RRE inh | Mac1 fbg enh | PLK1 PBD inh | ERa SRC1 inh | PLK1 kinase inh
O=C1CCCN1c1ccc(S(=O)(=O)Oc2cccc(Cl)c2)cc1[N+](=O)[O-] | 7 | x | x | x | 8 | x | 6 | x | -9
CC(C)(C)c1cc(NC(=O)c2cccnc2)no1 | 0 | 110 | 20 | -9 | 2 | 1 | -7 | 22 | -1
CCNC(=S)Nc1ccc(Oc2ccccc2)cc1 | 2 | x | x | x | 1 | x | 3 | x | -6
CCCn1nnnc1-c1cccc(Cl)c1 | 1 | x | x | x | 4 | x | -6 | x | -9
CC(=O)c1ccc(OCC(O)CN2C(C)CCCC2C)cc1 (stereo not drawn) | -2 | 110 | -6[fluorescence artefact?] | -15 | 7 | -3 | 5 | 4 | -3
Cc1cc(NC(=O)CSc2ncccn2)no1 | -6 | 87 | 8 | x | 1 | x | 4 | 6 | -7
Cc1nn(Cc2cccc(C(=O)NCC(C)C)c2)c(C)c1Br | 1 | 114 | -3 | x | 2 | x | 11 | -1 | -2
O=C(NCc1ccco1)c1ccc2c(c1)C(=O)N(Cc1ccccc1)C2=O | 2 | 105 | -3 | -1 | 9 | 0 | -20 | -6 | -18
CCN(CC(O)COc1ccc(OCC(O)CN(CC)C2CCCCC2)cc1)C1CCCCC1 (stereo not drawn) | -2 | 107 | 2 | x | -6 | x | 8 | 6[fluorescence artefact?] | -8
O=C(NC1CC2CCC(C1)N2Cc1nnnn1Cc1ccco1)NC12CC3CC(CC(C3)C1)C2 (stereo not drawn) | x | 118[fluorescence artefact?] | 0[fluorescence artefact?] | -16 | x | 2 | x | 5 | x
CC(C)(C)c1cc(NC(=O)c2cc(F)c(F)c(F)c2F)no1 | x | 138 | 0 | -8 | x | 2 | x | -6 | x
c1ccc(Oc2nc3ccccc3n3cccc23)cc1 | 2 | x | x | x | 5 | x | -12 | x | -9
COc1cccc2c(=O)n(CC(=O)Nc3ccccc3F)ccc12 | 0 | 106 | -1[fluorescence artefact?] | 25 | 7 | -1 | 9 | 2[fluorescence artefact?] | -15
CCOC(=O)C1CCN(C(=O)c2oc3ccc(S(=O)(=O)N4CCCCCC4)cc3c2C)CC1 | 3 | 83 | -1 | 22 | -1 | -3 | -26 | 8 | -7
Cc1ccc(N/C(SCc2ccccc2C)=C(/C#N)C(=O)NCc2ccco2)cc1C | -5 | 86 | 17[fluorescence artefact?] | 9 | 0 | -5 | 7 | 3 | -3
CN(Cc1ccccc1)C(=O)Nc1ccccc1 | 1 | 93 | 7[fluorescence artefact?] | 0 | 8 | -4 | -3 | 18 | -10
COc1cc(CNCCc2c[nH]c3ccccc23)ccc1OCc1ccc(F)cc1 | 1 | x | x | 30 | 7 | -2 | -14 | x | 0
CCOC(=O)N1CCC(NC(=O)c2cnn3ccccc23)CC1 | 3 | 126 | 2 | -8 | 10 | -1 | 5 | 19 | -7
CCOc1nc(C)ccc1-c1noc(-c2ccncc2)n1 | 0 | 233*[fluorescence artefact?] | -2 | x | 6 | x | 15 | -6 | 3
Cc1ccc(OCC(=O)O/N=C(\N)Cc2ccc(Cl)cc2)cc1 | -5 | 88 | 15 | -6 | 18 | -2 | 15 | 11 | -11
CCC(=O)N1CCCc2cc(S(=O)(=O)N3CCC(N4CCCCC4)CC3)ccc21 | x | 104 | 3 | -16 | x | -2 | x | 4 | x
CNc1csc(C)c(C)c1=O | 1 | 102 | -1 | x | 7 | x | -9 | -2[fluorescence artefact?] | -5
CCOC(=O)C(NC(=O)c1ccccc1)(Nc1nnc(C)s1)C(F)(F)F (stereo not drawn) | 0 | 113 | -2 | x | 5 | x | 14 | -12 | -12
COC(=O)c1cc(C#N)c(NCc2ccccc2)nc1C | 0 | 99[fluorescence artefact?] | -4 | 3 | 3 | 3 | -22 | 0 | -5
Cc1nn(Cc2ccccc2Cl)c(Cl)c1/C=C/C(=O)OCC(=O)NC(N)=O | -1 | 66 | 0 | -1 | -3 | 2 | 21 | -4 | -7
CCOc1ccc(NS(=O)(=O)c2ccc3[nH]cc(C(=O)NCCOC)c(=O)c3c2)cc1 | 2 | 105 | 3 | x | 1 | x | -27 | -3 | -8
CCOC(=O)c1c(NC(=O)c2cccc(N3C(=O)CCC3=O)c2)sc(C)c1C | 3 | x | x | -5 | 6 | 7 | -5 | x | -12
